Screens: PubChem BioAssay, several laboratories
NPY Y2 blocker = NPY-Y2 (human) receptor antagonism. P49146. NPY-Y2 expressing cells, antagonist mode. inhibition, % at 2.7 µM. actives 0.99% (n = 140,000); in the data active means inhibition above about 17%;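 further: 0% = vehicle with agonist challenge and 100% = reference antagonist with challenge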
Target sequence (P49146 whole entry, looked up): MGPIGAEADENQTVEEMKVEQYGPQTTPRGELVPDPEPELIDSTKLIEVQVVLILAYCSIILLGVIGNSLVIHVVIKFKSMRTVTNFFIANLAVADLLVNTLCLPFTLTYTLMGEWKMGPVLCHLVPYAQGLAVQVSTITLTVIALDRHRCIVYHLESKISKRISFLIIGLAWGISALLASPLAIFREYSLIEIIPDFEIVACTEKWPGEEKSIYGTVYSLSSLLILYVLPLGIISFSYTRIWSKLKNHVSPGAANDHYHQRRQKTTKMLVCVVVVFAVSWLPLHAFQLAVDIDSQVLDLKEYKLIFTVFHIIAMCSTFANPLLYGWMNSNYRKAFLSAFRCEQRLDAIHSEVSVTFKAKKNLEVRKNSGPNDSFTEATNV
E-sel TNF inh = blocks E-selectin expression induced by TNF alpha. HUVEC TNFa-induced E-selectin immunofluorescence, high content. AID 1246. inhibition, % at 2 µM. actives 0.71% (n = 120,000);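 active means inhibition above the batch mean plus 3 SD, and confirmed as a hit on visual image review, cut at about 43% in these data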;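 further: 0% = TNF-stimulated DMSO wells and 100% = unstimulated control wells; not every result past the cut was called active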
BB579 growth dn = yeast BB579 growth reduction in restrictive medium. S. cerevisiae BB579 growth, OD615, 48 h. inhibition, % at 10 µM. actives 0.51% (n = 140,000);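 active means inhibition above a set limit, 3 SD over the mean compound inhibition, cut at about 44% in these data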; further: inactives centre near -24
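Test system: DeaD yeast strain BB579 / Buffer or medium: restrictive glucose-based CSMM-D medium / Doses: single 10 µM dose / Schedule: 4 h cell preincubation, 48 h compound exposure, 30 °C humidified / Technique: culture absorbance at 615 nm / Controls: amphotericin B positive control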
HCT116 bCat-KO = beta-catenin-lacking colon tumor cell growth suppression | HCT116 beta-catenin knockout viability, CellTiter-Glo, 60 h; stronger effect = lower value | viability, % at 10 µM | actives 1.5% (n = 140,000);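 active means viability at or under a set limit, the compound median less 4 SD, cut at about 6% in these data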;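 further: 0% = Hyamine 1622 control at 20 µM and 100% = untreated cell control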
MRP-1 activ = MRP-1 activation. H69AR cells + doxorubicin, viability rescue, CellTiter-Glo. viability increase, % at 10 µM. actives 0.61% (n = 140,000);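 active means viability gain under doxorubicin at or above a set limit, the compound median plus 3 SD, cut at about 4.7% in these data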;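 further: MRP-1 overexpressing cells given doxorubicin 25 µM after compound pretreatment; 18-22 h compound pretreatment then 72 h with doxorubicin before readout; 0% = doxorubicin-only wells and 100% = vehicle-treated cells without doxorubicin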
Measles CPE = protection of cells from measles virus | AID 841 | protection (pct of control), % at 4 µM | actives 1.5% (n = 140,000) | Measles virus-infected cells, CPE protection, absorbance; in the data active means protection mostly above about 24%, no sharp cut-off; inactive means mostly below about 26%; further: some compounds called inactive have numbers as strong as hits
Yeast life ext = yeast lifespan extension | S. cerevisiae growth with nicotinamide, OD615; deaD strain in restrictive glucose medium | inhibition of the nicotinamide effect, % at 10 µM | actives 0.68% (n = 130,000) | AID 775;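 active means inhibition above a set limit, placed 3 SD over the median of all compounds, cut at about 26% in these data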;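 further: 0% = nicotinamide-treated wells and 100% = cells grown without nicotinamide; some compounds called inactive have numbers as strong as hits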
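Material: Modified budding yeast, DeaD strain | Medium: Restrictive glucose medium | Probe or stimulus: 1.5 mM nicotinamide | Dosing: Single dose 10 µM compound, 0.25% DMSO | Times: 48 h at 30 °C | Technique: OD615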
GALR2 antag = antagonists of human galanin receptor 2 (GALR2). O43603. inhibition, % at 4 µM. actives 0.39% (n = 140,000). GALR2-expressing cells, antagonist mode; in the data active means inhibition above about 27%;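 further: cells stimulated with galanin 1-16 at roughly its EC80; 0% = agonist challenge control and 100% = basal control without agonist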
Target sequence (O43603 whole entry, looked up): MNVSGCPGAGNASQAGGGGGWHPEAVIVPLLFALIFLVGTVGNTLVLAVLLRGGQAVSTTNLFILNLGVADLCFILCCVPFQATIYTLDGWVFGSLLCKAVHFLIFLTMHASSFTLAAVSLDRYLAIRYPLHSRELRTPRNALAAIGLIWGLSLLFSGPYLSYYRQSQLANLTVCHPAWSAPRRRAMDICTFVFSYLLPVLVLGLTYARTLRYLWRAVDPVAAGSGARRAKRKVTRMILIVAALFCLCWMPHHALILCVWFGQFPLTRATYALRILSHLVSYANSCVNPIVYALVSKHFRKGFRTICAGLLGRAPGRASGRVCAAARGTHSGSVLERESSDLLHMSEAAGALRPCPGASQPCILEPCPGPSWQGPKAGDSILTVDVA
PTEN del growth = PTEN-deleted cell growth suppression | HCT116 PTEN-null viability, CellTiter-Glo, 60 h; stronger effect = lower value | actives 1.2% (n = 140,000) | viability, % at 10 µM;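 active means viability at or below a set limit, 4 SD under the median of all tested compounds, cut at about 3.7% in these data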;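 further: PTEN knockout HCT116 line with beta catenin targeted HCT116 as companion control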
Phagocyt inh = macrophage phagocytosis inhibition; J774A.1 macrophage IgG-bead phagocytosis, imaging; inhibition, % at 5 µM; actives 0.07% (n = 110,000);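 active means inhibition above the mean of the plate negative controls plus 5 SD, cut at about 13% in these data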;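 further: phagocytic index as fraction of beads internalized from green versus red external bead signal; plate controls were DMSO negative control for no effect and cytochalasin-D positive control for full effect; some results beyond the cut were filed as inactive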
The depositor's hits bear a star; x = no result given.

molecule,Measles CPE,PTEN del growth,MRP-1 activ,NPY Y2 blocker,Yeast life ext,GALR2 antag,E-sel TNF inh,BB579 growth dn,HCT116 bCat-KO,Phagocyt inh
CN1c2ccccc2C2(C)CCCC3=Cc4cc([N+](=O)[O-])cc([N+](=O)[O-])c4OC312 (stereo unspecified),5,67,0.1,6,-4,-10,-7,-34,63,-12
Cc1nc2ncnn2c(C)c1CCC(=O)Nc1csc(N)n1,6,101,-2.0,2,-3,-7,-24,-27,97,x
CCOC(=O)c1c(C)c(C(=O)NC(C)COC)c(C)n1C (stereo unspecified),14,104,-1.4,-1,-25,17,-24,-9,101,0
COc1ccc(-c2c(=O)n(OCc3ccccn3)c3ccccc3[n+]2[O-])cc1OC,6,88,-0.8,3,4,4,5,-15,93,x
O=S(=O)(Cc1cccc(F)c1)c1c[nH]c2ccccc12,17,120,-2.3,3,-9,9,0,-3,97,0
CCOc1ccc(C2CC(=O)NC(SC)=C2C#N)cc1 (stereo unspecified),4,80,-1.3,6,-10,3,7,-31,93,0
COc1cccc(NC(=S)N2CCc3cc(OC)c(OC)cc3C2COc2ccc3c(C)cc(=O)oc3c2)c1 (stereo unspecified),4,85,-2.1,6,2,13,14,-22,94,-7
CCOC(=O)c1ccc(NC(=O)Nc2ccc(S(N)(=O)=O)cc2)cc1,21,95,0.0,-2,-3,4,-3,-11,100,x
O=C(CC1NC(=O)NC1=O)NC1(C(=O)NC2CCCCC2)CCCCC1 (stereo unspecified),29,93,-3.0,7,2,-6,x,-15,98,2
Fc1ccccc1-c1csc(=Nc2cccnc2)n1CCCn1ccnc1,7,70,-3.5,3,14,4,x,-39,72,-3
CC(N=Cc1ccccc1O)c1ccccc1 (stereo unspecified),16,101,-3.7,4,4,-7,8,-10,92,x
CC1CC(=O)Nc2ccccc2N1S(=O)(=O)c1ccccc1 (stereo unspecified),4,90,-1.1,3,-10,-7,-8,6,101,3
Cc1ccccc1-n1nc2c(c1NC(=O)c1ccc(S(=O)(=O)N(C)C)cc1)CSC2,9,76,-1.2,-1,-17,-3,14,-29,81,-3
COc1ccc(C(NC(=O)N2CC(C)OC(C)C2)C(Cl)(Cl)Cl)cc1F (stereo unspecified),8,75,2.2,5,-5,1,28,-24,75,-7
O=S(=O)(c1ccccc1)c1nc(Nc2ccccc2N2CCOCC2)sc1Cl,4,77,-4.2,6,-5,-6,-3,-8,80,1
O=S(=O)(NC1CCCC1)c1ccc(S(=O)(=O)N2CCN(c3ccccc3)CC2)cc1,17,77,-1.1,2,-8,1,-3,-34,91,0
O=C(NCC(=O)N(CCc1ccccc1)C(C(=O)NC1CCCCC1)c1ccncc1)c1ccco1 (stereo unspecified),22,96,-0.2,5,-17,-6,-18,-35,94,1
Cc1ccc(NS(=O)(=O)c2ccc(CCC(=O)NCCCOC(C)C)cc2)cc1,25*,87,-0.2,2,3,-1,-3,-27,97,1
C=CCn1c(C(C)NC(=O)c2ccccc2C)n[nH]c1=S (stereo unspecified),12,91,-2.2,0,1,-15,-1,-35,79,0
Cc1ccc(-n2c(=O)c3sccc3n(Cc3cc(=O)n4cc(Cl)ccc4n3)c2=O)cc1F,9,95,3.2,4,-1,11,x,-50,98,4
Cc1cccc(/C=N/Nc2cc(N3CCOCC3)nc(N3CCOCC3)n2)c1,7,13,-4.8,1,-7,3,-46,-8,19,-1
O=C(Cn1nc(C(=O)O)c2ccccc2c1=O)NCC1CCCO1 (stereo unspecified),7,99,0.3,0,4,4,-40,-10,96,0
CCNC(=S)NNC(=O)c1csc2ccccc12,2,108,2.1,-2,-9,8,1,-19,105,x
CNC(=S)N(Cc1cccs1)Cc1cc2cc(OC)c(OC)cc2[nH]c1=O,7,87,-4.2,-1,-1,-5,-6,4,87,-3
COc1ccc(CN2C(=O)CS(=O)CC2=O)cc1OC,8,94,-0.2,1,2,-3,17,-24,82,0
Clc1ccc(/C=N/c2c(-c3ccco3)nc3ccccn23)cc1,6,100,0.7,0,-8,1,-3,-49,91,-1
Cc1ccc2[nH]c(=O)c(CN(CCCN3CCOCC3)Cc3nnnn3C3CCCC3)cc2c1,12,92,-3.6,2,-10,0,17,5,82,-1
CC(C)c1ccc(CCNC(=O)c2ccc([N+](=O)[O-])cc2)cc1,15,72,-1.6,6,0,-7,10,-55,80,-9
Cc1noc(/C=C/c2ccco2)c1S(=O)(=O)N1CCC(C(=O)N(C)Cc2ccccc2)CC1,8,68,-5.4,5,-9,-4,x,-27,74,0
Cc1cc2c(c(=O)n1CC1CCCO1)C(c1ccc3c(c1)OCO3)C(C#N)=C(N)O2 (stereo unspecified),3,85,-0.5,2,-11,10,-12,-23,96,x
CC1CCN(S(=O)(=O)c2ccc(C(=O)NCc3ccc4c(c3)OCO4)cc2)CC1,2,69,-1.2,2,-1,3,27,-62,57,0
Cn1cccc1/C=C1\SC(=S)N(NC(=O)c2ccccc2Cl)C1=O,3,93,-2.9,4,5,0,x,-22,85,-17
Clc1ccc(OCCCn2cncn2)cc1Cl,47,99,-1.7,2,-25,-1,-26,-24,97,-1
Cc1cccc(C(=O)Nc2ccc(C(=O)/C=C/c3cccs3)cc2)c1,x,13,-2.7,0,-9,-4,-11,-42,10,1
CCOC(=O)N1CCN(C(=O)CSCC(=O)Nc2nc(-c3ccc4c(c3)OCO4)cs2)CC1,4,97,-3.1,1,-7,-11,x,-14,89,1
CSc1ncccc1C(=O)OCC(=O)Nc1ccc(S(=O)(=O)N2CCCC2)cc1,10,97,-1.6,-1,2,-7,10,-23,82,-6
CC(=O)N1CCN(c2ccc(NCc3ccccc3)cc2)CC1,2,83,-0.6,2,-11,-2,33,-15,76,-1
CCOC(=O)Nc1cc(C(=O)OC)ccc1C,33*,109,-1.1,2,-9,8,17,-43,100,-1
CN(C(=O)c1ccc(Cl)c(S(=O)(=O)N2CCOCC2)c1)c1ccccc1C(=O)O,4,99,-0.3,2,-11,2,-53,-27,87,-1
COC(=O)c1cc(NC(=O)Nc2cc(OC)ccc2OC)cc(C(=O)OC)c1,7,96,-2.4,3,-2,-4,18,-59,95,-1
CSCC[C@H](NC(=O)C(C)Oc1ccc(Cl)cc1)c1nc2ccccc2[nH]1 (stereo partly specified),6,81,-2.3,-1,7,2,x,-35,82,-11
O=C(NNC(=S)Nc1cccc(C(F)(F)F)c1)c1cccc(Cl)c1,8,70,-3.6,10,-4,-8,x,-23,61,-5
CCOC(=O)N1CCN(C(=O)c2ccc3c(=O)n4c(nc3c2)CCCCC4)CC1,9,102,-4.3,-1,-4,-1,x,-2,97,-3
COc1ccc(-c2nc(C)c(C(C)=O)n2O)cc1,8,91,0.1,-2,-25,3,4,14,100,x
CC1CCN(S(=O)(=O)c2ccc3c(c2)oc(=O)n3CC(=O)NCc2ccc3c(c2)OCO3)CC1,18,72,1.5,2,-2,-1,x,-27,62,0
CCN(C(=S)NC(=O)c1ccccc1Br)C1CCCCC1,4,84,-1.2,0,23,2,5,-25,81,-5
Clc1ccc(CSc2cc3c(nn2)-c2ccccc2CC3)cc1Cl,4,91,0.7,20*,-5,3,42,-33,108,0
Cc1c(NC2=NC3(CCCCC3)Cc3ccccc32)c(=O)n(-c2ccccc2)n1C,18,91,-0.8,1,-13,-7,-5,-29,89,-1
CCN(CC)CCN1C(=O)C(=O)/C(=C(/O)c2cnn(-c3ccccc3)c2C)C1c1cccs1 (stereo unspecified),7,82,-3.7,0,-29,4,x,-23,71,3
Cc1cc(C)cc(C(=O)OCC(=O)NCC(F)(F)F)c1,19,92,-1.7,3,-1,5,12,19,104,-4

Whole records, quoted from the list:
`CCN(CC)CCN1C(=O)C(=O)/C(=C(/O)c2cnn(-c3ccccc3)c2C)C1c1cccs1` (stereo unspecified) is listed as Measles CPE = 7; PTEN del growth = 82; MRP-1 activ = -3.7; NPY Y2 blocker = 0; Yeast life ext = -29; GALR2 antag = 4; E-sel TNF inh = x; BB579 growth dn = -23; HCT116 bCat-KO = 71; Phagocyt inh = 3
`Cc1cccc(C(=O)Nc2ccc(C(=O)/C=C/c3cccs3)cc2)c1` is listed as Measles CPE = x; PTEN del growth = 13; MRP-1 activ = -2.7; NPY Y2 blocker = 0; Yeast life ext = -9; GALR2 antag = -4; E-sel TNF inh = -11; BB579 growth dn = -42; HCT116 bCat-KO = 10; Phagocyt inh = 1
`CSCC[C@H](NC(=O)C(C)Oc1ccc(Cl)cc1)c1nc2ccccc2[nH]1` (stereo partly specified) is listed as Measles CPE = 6; PTEN del growth = 81; MRP-1 activ = -2.3; NPY Y2 blocker = -1; Yeast life ext = 7; GALR2 antag = 2; E-sel TNF inh = x; BB579 growth dn = -35; HCT116 bCat-KO = 82; Phagocyt inh = -11

(next part)
molecule,Measles CPE,PTEN del growth,MRP-1 activ,NPY Y2 blocker,Yeast life ext,GALR2 antag,E-sel TNF inh,BB579 growth dn,HCT116 bCat-KO,Phagocyt inh
CCOC(=O)C(C)Sc1nc(-c2ccco2)cc(C(F)(F)F)c1C#N (stereo unspecified),3,72,-1.4,20*,-2,9,-2,-56,71,-1
C=CCn1c(C(CC(C)C)CC(C)O)n[nH]c1=S (stereo unspecified),0,85,1.7,5,-4,-10,x,-9,86,3
COc1ccc(NC(=O)CN(c2ccccc2)S(=O)(=O)N(C)C)cc1OC,7,96,-0.2,-2,-4,5,9,-13,94,-3
Cc1ccc(C(=O)CSc2nnc(-c3cccs3)n2C)o1,19,90,-1.5,0,-5,-6,-5,32,103,0

Part of the list above, with two lines to a compound:
Results follow in this order: Measles CPE | PTEN del growth | MRP-1 activ | NPY Y2 blocker | Yeast life ext | GALR2 antag | E-sel TNF inh | BB579 growth dn | HCT116 bCat-KO | Phagocyt inh
CCOC(=O)C(C)Sc1nc(-c2ccco2)cc(C(F)(F)F)c1C#N (stereo unspecified)
  3 | 72 | -1.4 | 20* | -2 | 9 | -2 | -56 | 71 | -1
Cc1ccc(C(=O)CSc2nnc(-c3cccs3)n2C)o1
  19 | 90 | -1.5 | 0 | -5 | -6 | -5 | 32 | 103 | 0
